M5 antag: blocks acetylcholine activation of human M5 receptor | P08912 | CHO-hM5 cells, Fluo-8 calcium fluorescence, ACh EC80 | inhibition, % at 3 µM | actives 0.59% (n = 360,000);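 active means inhibition above a per-plate cutoff, the mean of that plate's test compounds plus 3 SD, cut at about 27% in these data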;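 further: 0% = acetylcholine EC80 with DMSO and 100% = DMSO without agonist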
Target sequence (P08912 whole entry, looked up): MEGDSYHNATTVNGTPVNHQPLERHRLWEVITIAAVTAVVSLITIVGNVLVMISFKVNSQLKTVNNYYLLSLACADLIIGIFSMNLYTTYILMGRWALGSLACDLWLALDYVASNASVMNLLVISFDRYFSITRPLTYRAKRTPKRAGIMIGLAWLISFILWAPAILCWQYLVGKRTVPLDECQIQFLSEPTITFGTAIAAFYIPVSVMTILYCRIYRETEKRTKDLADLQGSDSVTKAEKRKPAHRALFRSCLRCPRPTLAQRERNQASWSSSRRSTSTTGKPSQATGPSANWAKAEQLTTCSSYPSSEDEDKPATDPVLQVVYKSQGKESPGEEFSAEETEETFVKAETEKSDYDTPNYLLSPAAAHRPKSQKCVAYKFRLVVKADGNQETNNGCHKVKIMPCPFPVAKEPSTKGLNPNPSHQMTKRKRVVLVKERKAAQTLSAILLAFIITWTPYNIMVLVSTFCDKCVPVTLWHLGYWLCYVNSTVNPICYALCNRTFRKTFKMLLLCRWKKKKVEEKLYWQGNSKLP
M5 ag: agonists of human muscarinic M5 receptor (CHRM5); P08912; CHO-K1 hM5 cells, Fluo-8 calcium fluorescence; 0% DMSO wells, 100% maximal acetylcholine response; activation, % at 3 µM; actives 0.19% (n = 360,000); AID 624037;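 active means activation above the run's mean over test compounds plus 3 SD, cut at about 23% in these data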;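 further: signal is peak over basal fluorescence ratio across the kinetic read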
CHO-K1 Ca ag: nonselective activator or artifact in parental CHO-K1 cells | Fluo-8 calcium fluorescence; scaled to maximal ATP response, vehicle zero | activation, % at 3 µM | actives 0.48% (n = 360,000); in the data active means activation above about 15%;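 further: untransfected CHO-K1 host cells lacking M1 receptor as counterscreen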
M5 PAM: potentiates acetylcholine response at human M5 receptor. actives 0.3% (n = 360,000). AID 624038. activation, % at 3 µM. CHO-K1 hM5, Fluo-8 calcium, ACh EC20 PAM; 0% = ACh EC20, 100% = ACh EC100. P08912;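 active means activation above the run cutoff, the mean activation of all test compounds plus 3 SD, cut at about 18% in these data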
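System: CHO-K1 hM5 cells. Reagent: acetylcholine, EC20 level. Compound dosing: single dose, 3 µM nominal final test concentration. Timing: Post-acetylcholine fluorescence recording 140 s. Detection: Fluo-8 calcium fluorescence. Read-out: % activation, ACh-normalized. Benchmarks: ACh EC20 and EC100 wells. Repeats: singlicate, one well per test compound.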
M4 PAM: positive allosteric modulators of human muscarinic M4 receptor; P08173; CHO-K1 hM4/Gqi5, Fluo-8 calcium fluorescence, ACh EC20; 0% = ACh EC20, 100% = maximal ACh; activation, % at 3 µM; actives 0.4% (n = 360,000);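 active means activation above its plate's cutoff, the mean activation of sample wells plus 3 SD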; further: some results filed as inactive read as strong as hits
Target sequence (P08173 whole entry, looked up): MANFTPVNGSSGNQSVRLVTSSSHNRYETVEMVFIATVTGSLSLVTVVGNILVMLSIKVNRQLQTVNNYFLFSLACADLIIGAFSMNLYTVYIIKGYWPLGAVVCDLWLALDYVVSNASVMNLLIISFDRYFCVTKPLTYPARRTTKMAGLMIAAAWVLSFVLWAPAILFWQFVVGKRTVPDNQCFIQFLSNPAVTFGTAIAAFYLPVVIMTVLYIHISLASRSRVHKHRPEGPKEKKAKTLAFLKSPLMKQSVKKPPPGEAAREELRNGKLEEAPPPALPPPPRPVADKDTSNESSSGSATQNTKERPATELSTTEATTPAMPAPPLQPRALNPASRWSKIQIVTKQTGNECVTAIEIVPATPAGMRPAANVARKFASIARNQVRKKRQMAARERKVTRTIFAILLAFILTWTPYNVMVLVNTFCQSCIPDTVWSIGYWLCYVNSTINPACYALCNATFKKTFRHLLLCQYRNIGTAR
CHO-K1 Ca antag: counter-screen for M1 antagonists: effect in parental CHO-K1 cells | inhibition, % at 3 µM | actives 0.6% (n = 360,000) | ATP-induced calcium, Fluo-8 fluorescence;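 active means inhibition above a per-plate cutoff, the plate's mean sample inhibition plus 3 SD, cut at about 24% in these data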;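 further: 0% = DMSO plus EC80 ATP and 100% = DMSO alone without ATP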
CHRM4 antagonist: CHRM4 antagonism in calcium assay | P08173 | CHO-hM4 cells, ACh EC80, Fluo-8 calcium fluorescence | inhibition, % at 3 µM | actives 0.73% (n = 360,000) | AID 624125;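 active means inhibition above its plate's cutoff, the mean inhibition of sample wells plus 3 SD, cut at about 27% in these data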;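 further: 0% = acetylcholine EC80 with DMSO and 100% = DMSO without agonist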
CHRM4 agonist: agonists of human muscarinic M4 receptor (CHRM4); CHO-K1 hM4/Gqi5, Fluo-8 calcium fluorescence; vehicle 0%, full acetylcholine response 100%; actives 0.14% (n = 360,000); activation, % at 3 µM; P08173;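 active means activation above the run mean over all test wells plus 3 SD, cut at about 32% in these data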;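 further: peak over basal fluorescence ratio per well then scaled between controls; 0% = DMSO wells and 100% = acetylcholine at EC100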
CHO-K1 Ca PAM: counter-screen for M1 PAMs: effect in parental CHO-K1 cells. ATP EC20, Fluo-8 calcium fluorescence; 0% at ATP EC20, 100% at ATP max. activation, % at 3 µM. actives 0.02% (n = 360,000);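 active means activation above the run cutoff, the mean activation of all test compounds plus 3 SD, cut at about 40% in these data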;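 further: peak over basal fluorescence ratio in a 140 s read after ATP addition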
* = called active by the depositor.

SMILES	M5 antag	M5 ag	CHO-K1 Ca ag	M5 PAM	M4 PAM	CHO-K1 Ca antag	CHRM4 antagonist	CHRM4 agonist	CHO-K1 Ca PAM
COCC(=O)N1CCC(Oc2ccc(C(=O)NC3Cc4ccccc4C3)cc2)CC1	7.8	-2.3	0.4	-5.2	2.8	13.3	-9.6	3.0	4.0
CCOC(=O)COc1ccc2c(c1)C(=O)CC(C)(c1cccnc1)O2 (centres undefined)	12.5	-0.2	15.2*	-2.9	-7.6	-2.9	10.9	1.5	12.3
CCOc1ccc(NC(=O)CN(c2cccc(C(F)(F)F)c2)S(C)(=O)=O)cc1	-3.5	1.6	0.9	9.3	14.2	-7.0	11.6	0.4	11.8
COc1cccc(C2C(C#N)=C(N)Oc3cc(C)oc(=O)c32)c1OC (centres undefined)	-2.7	-7.5	1.5	12.0	-2.6	-16.9	-8.8	0.5	24.1
Cc1ccc(NC(=O)c2ccc(=O)[nH]n2)cc1S(=O)(=O)Nc1ccccc1Cl	7.9	2.9	0.2	-7.7	-3.6	-3.6	10.0	0.1	3.4
O=C(Nc1ccccc1N1CCN(C(=O)c2ccc(Cl)cc2)CC1)c1ccc2c(c1)OCO2	6.3	-1.5	2.1	-11.4	-13.3	13.0	14.8	4.1	-1.5
O=C1CCCCC(=O)N(c2ccccc2)c2ccccc21	-8.5	0.9	0.2	18.2*	6.2	9.9	-0.2	-0.5	3.6
O=C(N/N=C/c1ccccc1[N+](=O)[O-])c1cccs1	4.6	-2.9	0.5	-6.4	-2.1	-7.2	-8.2	0.6	4.0
O=C(Nc1ccon1)c1cccc(S(=O)(=O)N2CCCCC2)c1	3.6	-1.7	0.7	4.3	4.9	-25.6	-11.0	0.9	12.0
CCOc1ccc(NC(=O)CN2C(=O)CSC(C)C2=O)cc1 (centres undefined)	0.8	3.0	0.0	6.4	2.8	5.6	0.4	1.6	-12.5
N#CCCN(Cc1cccnc1)C(=O)Nc1ccccc1	-6.2	2.7	0.3	8.8	16.5	-5.9	3.0	0.9	8.2
COc1cccc(/C=N\NC(=O)c2ccc(C)nc2)c1	7.0	1.3	0.8	0.8	4.7	-4.9	-11.9	0.5	12.9
Cc1ccc2[nH]c3c(c2c1)CCNC3=O	8.2	-4.0	-0.6	3.4	2.2	-17.2	-4.5	1.1	13.6
COc1ccc(CCNC(=O)Cn2c(=O)oc3cc(Cl)ccc32)cc1OC	0.1	0.6	0.8	-1.0	7.0	-17.9	5.7	-0.9	16.2
Nn1c(SCC(=O)Nc2c(Cl)cccc2Cl)nncc1=O	6.4	2.5	-0.1	1.9	6.1	14.0	-0.9	0.0	4.3
Nn1c(SCc2cccc(Br)c2)nnc1-c1cccnc1	-10.5	-6.1	0.0	18.9*	11.2	5.5	-11.4	1.1	-15.8
O=C(c1cnccn1)N1CCc2ccccc21	1.8	0.4	-0.2	2.3	6.6	1.1	3.7	0.7	6.4
O=C(/C=C\c1ccco1)NC(=S)Nc1ccccc1O	-13.4	2.4	0.2	3.0	-7.5	-3.4	-8.2	1.9	8.8
COc1cccc(OCc2nc3ccccc3[nH]2)c1	-1.8	1.0	0.8	-6.8	-2.7	-9.9	-13.2	0.9	16.1
CC1(c2ccc3ccccc3c2)NC(=O)N(CC(=O)N2CCN(S(=O)(=O)c3ccccc3F)CC2)C1=O (centres undefined)	16.2	-0.2	7.4	-4.7	1.6	7.2	10.2	12.8	3.0
COc1cc(NC(=O)c2ccc3c(SCC(=O)O)c4c(nc3c2)CCC4)cc(OC)c1OC	-2.7	-2.0	0.0	4.5	10.6	-12.6	1.0	-0.4	-2.1
COc1ccc(C2/C=C\CN(C(=O)c3ccc(C)cc3)CC(=O)N2Cc2ccc(F)cc2)cc1 (centres undefined)	-0.2	0.7	0.2	18.1*	13.9	-5.9	-2.5	2.3	-16.3
NS(=O)(=O)c1ccc(CCNC(=O)CCNS(=O)(=O)c2ccccc2C(F)(F)F)cc1	-4.4	-2.1	0.6	5.8	10.2	-18.4	-10.6	0.4	15.8
CC(=O)c1ccc(N2CCN(S(=O)(=O)c3c(C)[nH]c(C)c3C(=O)N3CCCC3)CC2)cc1	9.3	-2.0	-0.1	-4.4	-3.0	-6.4	-3.3	3.0	-7.3
C=CCOc1cccc(C2C(C(=O)c3ccco3)=C(O)C(=O)N2Cc2ccncc2)c1 (centres undefined)	-1.8	-9.7	0.2	-3.5	5.1	-8.0	-11.7	0.3	21.5
O=C(/C=C/c1ccc([N+](=O)[O-])cc1)NCc1ccccn1	-3.6	1.4	-0.5	2.7	9.2	-3.6	2.7	0.9	15.0
CN(C)CCCN(Cc1cc2cc3c(cc2[nH]c1=O)OCO3)C(=S)NCc1ccco1	0.7	-3.4	-0.5	-0.8	2.6	1.9	-4.0	0.2	-1.5
O=C(NCC(c1ccco1)N1CCCCC1)c1ccc(COc2ccc(Cl)cc2)cc1 (centres undefined)	24.4	-8.1	2.1	-35.8	-15.7	-4.2	11.4	7.2	22.1
CC(C)(C)c1ccc(NC(=O)Nc2ccc(F)cc2)cc1	78.7*	1.8	16.4*	-16.2	-20.4	35.6*	51.5*	31.3	-5.1
CCCNC(=O)N1CCN(S(C)(=O)=O)CC1	17.1	-1.4	0.0	-8.6	7.5	-6.8	-2.8	1.9	5.1
CC12CCC(C(=O)N(CCCCN3CCN(c4ccccn4)CC3)C1=O)C2(C)C (centres undefined)	12.1	-7.2	2.1	7.2	-8.1	-1.7	-5.2	1.6	10.2
OCCNc1ncnc2c1nnn2Cc1ccccc1Cl	-8.0	0.6	0.6	-0.5	8.8	2.3	0.8	0.8	-8.4
CC(=O)N1CN(S(=O)(=O)c2ccc(C)cc2)CC1C (centres undefined)	10.9	-4.3	1.3	-6.8	-3.0	3.8	4.2	0.3	-1.1
CCCCCC(C)n1[nH]c(=O)c2c(C)cc(C)nc21 (centres undefined)	1.2	-1.4	-0.1	-2.8	0.6	16.6	-3.9	-1.9	-8.2
CCCOC(=O)c1ccc(NC(=O)COC)cc1	-12.2	-3.5	1.7	-1.0	11.1	-15.2	-3.2	0.8	28.5
COc1ccc(-c2cc(N3CCCC3)n3ncnc3n2)cc1	-2.1	-2.4	1.8	-7.1	2.0	-10.9	-5.8	1.5	18.2
Cc1cccc(C(=O)N/N=C/c2ccccn2)c1	3.5	1.1	1.4	-0.1	-1.6	-2.5	7.2	3.7	17.1
Cn1c(=O)[nH]c(=O)c2c1nc(N1CCCC1)n2CCCSc1nc2ccccc2o1	2.4	-2.7	1.1	-4.1	12.0	-3.0	-8.4	1.3	14.6
O=C(Cn1c(=O)oc2ccccc21)Nc1ccc(Cl)cc1Cl	6.5	1.4	0.9	-5.1	-4.1	-3.6	-1.7	1.2	-18.0
CC(C)C(=O)N(Cc1ccc(F)cc1)Cc1nc2ccccc2c(=O)[nH]1	12.2	0.7	0.9	-2.3	-8.3	-7.1	2.8	1.9	12.8

Reformatted with each value named: entries from further up
Structure: CC(=O)N1CN(S(=O)(=O)c2ccc(C)cc2)CC1C (centres undefined)
  M5 antag = 10.9 | M5 ag = -4.3 | CHO-K1 Ca ag = 1.3 | M5 PAM = -6.8 | M4 PAM = -3.0 | CHO-K1 Ca antag = 3.8 | CHRM4 antagonist = 4.2 | CHRM4 agonist = 0.3 | CHO-K1 Ca PAM = -1.1

Structure: CCCCCC(C)n1[nH]c(=O)c2c(C)cc(C)nc21 (centres undefined)
  M5 antag = 1.2 | M5 ag = -1.4 | CHO-K1 Ca ag = -0.1 | M5 PAM = -2.8 | M4 PAM = 0.6 | CHO-K1 Ca antag = 16.6 | CHRM4 antagonist = -3.9 | CHRM4 agonist = -1.9 | CHO-K1 Ca PAM = -8.2

Next part.
SMILES	M5 antag	M5 ag	CHO-K1 Ca ag	M5 PAM	M4 PAM	CHO-K1 Ca antag	CHRM4 antagonist	CHRM4 agonist	CHO-K1 Ca PAM
COc1ccc(C(=O)NCCCOC(=O)c2ccc(OC)cc2)cc1	0.7	-3.2	0.2	-5.0	0.8	7.5	2.9	3.1	-24.6
CCc1nnc(NC(=O)CSc2nnc(-c3cccnc3)n2C)s1	11.7	-3.2	0.0	-2.7	-1.2	-6.5	2.9	0.8	4.1
Nc1nc(SCC(=O)Nc2ccc([N+](=O)[O-])cc2)n[nH]1	3.3	-1.9	1.2	8.4	7.8	-6.3	1.7	2.0	5.6
COc1ccc(N(CC(=O)NCCSCc2cccc(Cl)c2)S(C)(=O)=O)cc1Cl	13.1	1.0	0.6	-6.0	-1.5	6.8	4.4	3.0	-12.5
Cc1ccccc1Cn1nnc2c1C(=O)c1ccccc1C2=O	2.8	-0.9	0.2	3.0	-4.5	0.8	7.8	0.7	12.8
CCOC(=O)C1=C(C)Nc2ccccc2N/C1=N\S(=O)(=O)c1cc(C(=O)O)ccc1Cl	15.6	4.4	8.8	-19.5	-5.5	4.5	-1.5	18.5	-3.6
NC(=O)CN1C(=O)C(=O)N(Cc2ccccc2)C1=O	16.0	2.8	5.5	-9.6	-7.3	4.8	-1.7	19.5	12.2
O=C(c1ccc(N2CCOCC2)cc1)c1cccs1	-2.5	-2.4	0.0	-2.5	-0.5	3.8	5.7	0.5	-1.7
COCCOC(=O)c1c(C)oc2ccc(NS(=O)(=O)c3ccc(C)cc3)cc12	5.3	-2.8	1.9	-4.7	-2.9	-15.4	-14.9	1.9	11.9
CCCCc1c(CCC)c(=N)c2ccccc2n1C	12.5	-5.4	1.0	-8.2	-0.7	-20.1	-4.8	0.6	20.7
CCOC(=O)N1CCN(C(=O)c2ccc(CNS(=O)(=O)c3ccc(NC(C)=O)cc3)cc2)CC1	11.3	-0.3	0.3	-1.4	0.7	-6.0	1.1	0.1	8.2

Structures shown so far containing fluorine (six):
SMILES	M5 antag	M5 ag	CHO-K1 Ca ag	M5 PAM	M4 PAM	CHO-K1 Ca antag	CHRM4 antagonist	CHRM4 agonist	CHO-K1 Ca PAM
CCOc1ccc(NC(=O)CN(c2cccc(C(F)(F)F)c2)S(C)(=O)=O)cc1	-3.5	1.6	0.9	9.3	14.2	-7.0	11.6	0.4	11.8
CC1(c2ccc3ccccc3c2)NC(=O)N(CC(=O)N2CCN(S(=O)(=O)c3ccccc3F)CC2)C1=O (centres undefined)	16.2	-0.2	7.4	-4.7	1.6	7.2	10.2	12.8	3.0
COc1ccc(C2/C=C\CN(C(=O)c3ccc(C)cc3)CC(=O)N2Cc2ccc(F)cc2)cc1 (centres undefined)	-0.2	0.7	0.2	18.1*	13.9	-5.9	-2.5	2.3	-16.3
NS(=O)(=O)c1ccc(CCNC(=O)CCNS(=O)(=O)c2ccccc2C(F)(F)F)cc1	-4.4	-2.1	0.6	5.8	10.2	-18.4	-10.6	0.4	15.8
CC(C)(C)c1ccc(NC(=O)Nc2ccc(F)cc2)cc1	78.7*	1.8	16.4*	-16.2	-20.4	35.6*	51.5*	31.3	-5.1
CC(C)C(=O)N(Cc1ccc(F)cc1)Cc1nc2ccccc2c(=O)[nH]1	12.2	0.7	0.9	-2.3	-8.3	-7.1	2.8	1.9	12.8
